# Screening data (PubChem BioAssay)
# SRC3 inh = inhibitors of human steroid receptor coactivator 3 (SRC3); Q9Y6Q9; HEK293 GAL4-SRC3 luciferase reporter, luminescence; inhibition, % at 3.6 µM; actives 0.17% (n = 360,000); AID 588352;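 active = inhibition above a per-campaign cutoff, the mean of all compounds plus 3 SD, cut at about 60% in these data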;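 note: 0% = DMSO-treated cells and 100% = gossypol-treated cells at 36 µM; higher means less SRC3-driven luciferase light from the GAL4 reporter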
# TLR9-MyD88 block = TLR9-MyD88 interaction inhibition; Q9NR96+Q99836; CHO BLA complementation TLR9-MyD88, CCF4 FRET ratio; inhibition, % at 4.98 µM; actives 0.21% (n = 340,000); AID 504734;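 active = inhibition above the mean over all tested compounds plus 3 SD, cut at about 21% in these data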;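 note: 0% = DMSO only wells and 100% = clavulanate BLA inhibitor control wells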
# TWEAK Fn14 block = TWEAK-Fn14 signaling inhibition; actives 2% (n = 360,000); TWEAK-stimulated Fn14 reporter cells, luciferase luminescence, 8 h; inhibition, % at 10 µM; in the data active = inhibition above about 50%
# LRH-1 inv ag = inverse agonists of human LRH-1 (NR5A2); HEK293T StAR-luciferase reporter, LRH-1 transfected, 24 h; inhibition, % at 3.6 µM; actives 0.13% (n = 360,000); AID 602396;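 active = inhibition above the mean inhibition of all tested compounds plus 3 SD, cut at about 73% in these data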;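 note: 0% = DMSO wells and 100% = reporter-only cells lacking LRH-1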
# Target sequence (O00482 whole entry, looked up): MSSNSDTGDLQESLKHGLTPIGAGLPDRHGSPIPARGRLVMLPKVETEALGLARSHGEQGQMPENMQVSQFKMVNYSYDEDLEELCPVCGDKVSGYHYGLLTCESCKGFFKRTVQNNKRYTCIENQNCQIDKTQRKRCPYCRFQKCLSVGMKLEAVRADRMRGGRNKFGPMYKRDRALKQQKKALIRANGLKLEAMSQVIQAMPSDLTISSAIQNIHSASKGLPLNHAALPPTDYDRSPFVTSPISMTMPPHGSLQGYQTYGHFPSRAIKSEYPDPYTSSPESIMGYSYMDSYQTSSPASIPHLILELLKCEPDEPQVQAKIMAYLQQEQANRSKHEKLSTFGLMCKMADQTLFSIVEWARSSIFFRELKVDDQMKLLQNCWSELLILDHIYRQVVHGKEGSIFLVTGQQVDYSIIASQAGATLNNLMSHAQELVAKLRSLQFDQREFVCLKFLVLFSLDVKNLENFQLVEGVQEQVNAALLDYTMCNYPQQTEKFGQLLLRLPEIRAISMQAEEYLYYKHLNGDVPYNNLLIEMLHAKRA
# NOD2-RIPK2 inh = NOD2-RIPK2 protein interaction inhibition | O43353 | CHO BLA complementation NOD2-RIPK2, CCF4 ratio | inhibition, % at 4.98 µM | actives 0.38% (n = 360,000); in the data active = inhibition above about 21%;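 note: 0% = vehicle only and 100% = reference blocker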
# NR2F2 inh = inhibitors of human COUP-TFII (NR2F2) | HEK293T NGFI-A luciferase reporter, luminescence | inhibition, % at 8.6 µM | actives 0.7% (n = 370,000);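 active = inhibition above a per-plate cutoff, mean inhibition of test wells between control levels plus 3 SD, cut at about 38% in these data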;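 note: cells cotransfected with COUP-TFII expression vector driving the NGFI-A reporter; 0% = median of COUP-TF2 test wells and 100% = reporter-only cells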
# Target sequence (P24468 whole entry, looked up): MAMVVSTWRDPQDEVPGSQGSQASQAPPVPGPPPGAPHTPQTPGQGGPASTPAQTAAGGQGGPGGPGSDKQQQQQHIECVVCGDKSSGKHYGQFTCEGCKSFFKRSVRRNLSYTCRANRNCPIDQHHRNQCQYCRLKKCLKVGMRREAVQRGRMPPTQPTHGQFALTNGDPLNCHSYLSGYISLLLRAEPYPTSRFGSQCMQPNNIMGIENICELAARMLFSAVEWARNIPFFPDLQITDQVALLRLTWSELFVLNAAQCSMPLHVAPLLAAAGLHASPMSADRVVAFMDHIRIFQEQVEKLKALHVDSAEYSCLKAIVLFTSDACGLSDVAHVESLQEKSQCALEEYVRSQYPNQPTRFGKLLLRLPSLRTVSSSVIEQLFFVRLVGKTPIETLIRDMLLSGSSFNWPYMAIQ
# TROY signal inh = TROY signaling inhibition; AID 1347056; Q293 LMP1-TROYcd NF-kB luciferase reporter, 4 h; inhibition, % at 10 µM; actives 0.98% (n = 360,000);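 active = compounds whose plate-normalised and pattern-corrected inhibition of the luciferase reporter signal at the single screening dose is 50% or more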
# NCOA1 inh = human NCOA1 inhibition; Q15788; actives 0.12% (n = 360,000); HEK293 GAL4-SRC1 luciferase reporter, luminescence; AID 588354; inhibition, % at 3.6 µM;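 active = inhibition above the campaign mean plus 3 SD, with each screening campaign given its own cutoff, cut at about 60% in these data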;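 note: 0% = DMSO treated cells and 100% = gossypol at 36 µM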
# Granule exo inh = lytic granule exocytosis inhibition. TALL-104 LAMP-1 surface exposure, flow cytometry; cells stimulated with thapsigargin and PMA. inhibition, % at 10 µM. actives 0.66% (n = 360,000). AID 651702;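 active = inhibition above about 55%, limit read from the data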
# NCOA2 inhibitor = inhibits human steroid receptor coactivator 2. inhibition, % at 9 µM. HEK293 GAL4-SRC2 luciferase reporter, luminescence. Q15596. actives 0.17% (n = 370,000);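 active = inhibition above the mean inhibition of all tested compounds plus 3 SD, set per campaign, cut at about 52% in these data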;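 note: 0% = DMSO treated cells and 100% = cells given Gossypol at 36 µM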
# ABHD5-PLIN5 inh = blocks binding of human ABHD5 to perilipin-5. Q00G26+Q8WTS1. Split G. princeps luciferase complementation, luminescence, 4 h. inhibition, % at 4 µM. actives 0.78% (n = 360,000). AID 602281;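 active = inhibition above the mean inhibition across every tested compound plus 3 SD, cut at about 22% in these data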;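 note: 0% = DMSO only wells and the 100% control is not disclosed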
# Active calls of the source: *; nt = no result given. Not all compounds are listed; the hit share may differ from the screen's.
SMILES,SRC3 inh,TLR9-MyD88 block,TWEAK Fn14 block,LRH-1 inv ag,NOD2-RIPK2 inh,NR2F2 inh,TROY signal inh,NCOA1 inh,Granule exo inh,NCOA2 inhibitor,ABHD5-PLIN5 inh
Cc1nn(C2CCS(=O)(=O)C2)c(Cl)c1/C=C/C(=O)OCC(=O)N(C)C (stereo not given),-7.7,1.2,17.1,1.9,3.9,7.6,1.4,1.3,2.5,-40.4,10.6
CS(=O)(=O)c1nc(S(=O)(=O)c2ccc(Cl)cc2)c(N2CCOCC2)s1,-6.0,-4.7,48.8,8.5,8.9,8.2,8.4,-5.8,0.6,1.6,-1.0
O=C1CCc2cc(S(=O)(=O)N3CCN(c4ccc(F)cc4)CC3)cc3c2N1CC3,13.1,-7.0,-4.6,17.2,-10.0,-7.0,-18.0,-3.8,1.6,-16.7,6.5
O=C1NC(=S)N/C1=C/c1cc2c(cc1[N+](=O)[O-])OCO2,-24.0,1.9,44.5,-0.6,4.1,11.7,7.5,-3.9,-4.2,17.0,-2.2
Cn1c(SCC(=O)N2CCN(c3ccccc3)CC2)nnc1-c1c[nH]c2ccccc12,10.3,-7.6,36.6,16.0,-9.3,32.3,13.1,15.3,2.1,9.1,13.3
Cc1ccc(N2C(=O)N(CC(=O)Nc3ccc([N+](=O)[O-])cc3)C(=O)C2C)cc1 (stereo not given),8.6,-8.5,2.0,9.9,-2.4,13.2,-15.7,-8.6,-0.6,-26.9,10.0
CC(C)c1cc(CN2CCN(C3CCCC3)C(CCO)C2)[nH]n1 (stereo not given),17.2,-0.8,-1.7,4.0,-4.7,3.0,-12.5,-9.8,-5.4,-13.5,-4.2
On1c(-c2ccccc2)nc2ncccc21,15.6,5.8,1.5,2.4,-2.6,-14.7,1.5,1.1,0.5,-4.2,-0.6
CCOC(=O)c1cc(OC(=O)c2ccccc2Br)n(-c2ccccc2)n1,-9.3,0.7,15.1,-16.0,-12.4,1.0,17.6,3.2,4.9,-1.5,-6.0
Cc1ccc(-c2cc(C(=O)Nc3ccccc3C(N)=O)c3ccccc3n2)o1,11.4,nt,-15.9,1.0,1.2,16.5,-10.4,-4.9,46.1,-8.7,43.3*
CC(C)Nc1ncnc2c1cnn2-c1ccc(Cl)cc1,-28.0,7.8,73.8*,-118.2,-20.6,-3.7,63.5*,-95.3,-4.8,-37.0,3.5
CC(=O)c1cc(-c2ccc(F)cc2)n(CCC(=O)NC(C)(C)C)c1C,4.3,3.9,-8.5,6.6,-3.7,-11.3,-10.9,8.8,3.1,14.3,-1.0
O=c1c(O)c(-c2ccccc2)oc2cc(O)ccc12,-13.3,nt,23.4,-44.8,24.6*,-8.0,-0.8,-2.1,5.7,-1.7,3.1
Cc1csc(N2CCc3ccccc32)n1,-2.2,-5.7,-10.4,-20.4,2.0,-19.7,-15.3,-8.2,-1.6,-18.0,0.5
Cc1ccc(C)c(N2CCN(S(=O)(=O)c3c(C)[nH]c(C)c3C(=O)N3CCCCC3)CC2)c1,-36.4,-11.3,3.3,8.9,-1.4,6.1,-8.8,-4.8,-7.5,3.0,-6.5
COc1cccc(C(=O)NCc2ccco2)c1,-20.8,-0.4,-25.3,0.9,0.3,-32.4,5.8,-9.6,-11.7,-12.5,1.1
O=C(NCCNc1ccc([N+](=O)[O-])cc1)c1ccccc1Cl,11.7,-8.9,4.4,14.5,-7.0,14.9,-7.0,7.2,2.3,-25.5,-1.7
COc1ccc(S(=O)(=O)CCc2nnc(NC(=O)c3cccs3)s2)cc1,6.0,-3.1,-0.7,-10.8,-10.4,-7.5,-4.2,-14.8,-0.2,-8.4,13.6
COc1ccc(-c2ccc(CCC(=O)O)o2)cc1,-10.4,8.0,2.2,2.5,-8.2,9.2,4.1,-2.5,10.7,-4.9,60.5*
CC(/C=N/NC(=O)c1cccc(F)c1)=C\c1ccccc1,-71.3,8.1,21.8,-130.8,-10.9,-33.2,-30.0,-95.5,4.7,-75.8,-1.0

# Only NCOA1 inh (four entries from above):
compound	NCOA1 inh
On1c(-c2ccccc2)nc2ncccc21	1.1
COc1ccc(S(=O)(=O)CCc2nnc(NC(=O)c3cccs3)s2)cc1	-14.8
O=c1c(O)c(-c2ccccc2)oc2cc(O)ccc12	-2.1
Cc1ccc(N2C(=O)N(CC(=O)Nc3ccc([N+](=O)[O-])cc3)C(=O)C2C)cc1 (stereo not given)	-8.6

# (next part)
SMILES,SRC3 inh,TLR9-MyD88 block,TWEAK Fn14 block,LRH-1 inv ag,NOD2-RIPK2 inh,NR2F2 inh,TROY signal inh,NCOA1 inh,Granule exo inh,NCOA2 inhibitor,ABHD5-PLIN5 inh
CC(C)(C)SCCNC(=O)CN(c1ccc(F)c(Cl)c1)S(C)(=O)=O,-2.0,-3.0,6.9,-1.5,1.8,-1.1,2.1,4.3,-3.0,-20.3,6.7
O=C(CSc1ccccn1)N1CCN(c2ccc(Cl)cc2)CC1,0.0,-10.1,2.4,-7.9,3.1,-10.1,0.8,0.6,-2.0,24.0,-2.7
CCC1CCC(c2nnc(-c3ccc([N+](=O)[O-])cc3)o2)CC1 (stereo not given),7.8,-9.7,-29.1,6.3,-6.2,-0.6,-36.1,-20.7,0.5,9.8,-0.5
C=CCNc1nc(NCc2ccc(N(C)C)cc2)c2sc(-c3ccccc3)cc2n1,-82.5,nt,-67.5,-115.7,9.6,-30.4,-47.5,-74.5,74.8*,-49.5,5.2
CC(O)C(NS(=O)(=O)c1ccc(Cl)cc1)C(=O)OCCOc1ccc(F)cc1 (stereo not given),9.0,-6.2,19.6,3.5,-5.7,27.1,13.0,-5.5,7.4,-12.1,2.9
Cc1nc2cc(-c3cccc(F)c3)nn2c(C)c1CCC(=O)NC(C)c1ccc2c(c1)OCCO2 (stereo not given),-10.1,7.0,-5.6,-8.3,1.6,3.3,-10.8,20.8,0.4,6.9,-2.5
CCc1nc2c3cnn(-c4cc(Cl)ccc4C)c3ncn2n1,7.3,-1.2,12.9,-8.8,3.1,-10.3,-9.7,8.3,0.4,-3.3,0.1
CCOc1ccccc1C=C1SC(=S)NC1=O,-7.2,-9.3,3.3,21.4,-3.6,-5.2,35.6,5.7,3.2,-14.4,0.3
C=CCNC(=S)NNc1nc(N2CCCC2)nc(N2CCCC2)n1,-6.7,8.4,11.5,4.0,0.0,8.8,8.2,-4.8,-1.2,1.6,-8.6
Cc1nnc(NC(=O)CSc2nnc(NC(=O)C(C)(C)C)s2)s1,-6.3,-0.3,-6.7,-2.1,3.5,8.2,19.8,-15.4,0.5,-6.6,0.1
COC(=O)CCC(NC(=O)c1cc(C)oc1C)C(=O)OC (stereo not given),-0.5,7.4,14.5,-13.6,-5.0,1.3,0.9,7.7,-1.7,-14.9,-2.2
CC(C)(C)NC(=O)COC(=O)c1ccc(S(=O)(=O)N2CCCCCC2)cc1,-22.6,0.0,2.2,3.8,8.6,3.5,-6.8,-6.7,-0.2,-10.7,-7.4
CCOC1(OCC)C(c2ccc(N)cc2)C(C#N)(C#N)C1(OCC)OCC (stereo not given),-5.9,-3.1,1.9,-18.9,-1.3,2.3,-6.6,-10.8,2.7,9.4,3.1
CCc1nnc(NC(=O)c2ccco2)s1,-36.1,-0.9,-23.4,-40.1,0.5,-19.2,-25.4,-34.0,-1.5,-26.3,3.5
c1csc(-n2nc3ccccc3n2)c1,-12.9,4.2,7.0,-3.2,1.6,-2.2,-17.7,-8.1,4.2,-23.3,4.0
CCOC(=O)c1sc2nccc(N(C)C)c2c1N=CNOCc1c(F)cccc1Cl,16.4,-2.6,8.6,20.3,-6.2,13.3,-9.3,0.5,3.4,5.5,-2.3
N#Cc1ccccc1Cn1c(=O)oc2ccccc21,-6.0,-8.9,17.6,8.8,-1.2,-4.2,-38.6,-14.0,-10.7,-19.7,4.0
CC1=NN(C(=O)Cc2ccc([N+](=O)[O-])cc2)C(O)(C(F)(F)C(F)(F)F)C1 (stereo not given),13.3,-6.2,-13.7,-0.9,-6.0,13.7,-0.2,0.7,1.0,-18.1,-4.7
c1ccc2c(c1)C(=NCC1CCCO1)NC2=NCC1CCCO1 (stereo not given),1.7,0.7,5.3,2.3,-0.6,4.5,-24.1,7.4,3.0,7.1,6.4
O=C(O)C1CCCN1C(=O)Nc1ccccc1 (stereo not given),-2.2,-7.0,4.2,2.5,-0.4,-8.7,6.3,-49.6,-1.1,8.5,-10.7
Cc1ccc(S(=O)(=O)NCCNc2ccc(Br)c(C)c2)cc1,6.9,13.4,7.5,-0.9,8.5,14.2,-8.4,-0.8,7.0,-4.9,-17.0
COc1ccc(CCNC(=O)CSc2ccc3nnc(CCNC(=O)c4ccc(C)cc4)n3n2)cc1OC,-8.2,-0.9,-13.5,1.2,-8.5,14.3,14.3,-32.2,11.8,-18.2,3.5
O=C(C1=C[C@@H](C2CC2)C[C@@H](OCCCCO)O1)N1CCN(Cc2ccccc2)CC1,1.1,-10.5,-7.5,2.9,-5.8,11.2,-8.1,0.8,-5.3,3.1,-10.1
CCOC(=O)C1CN(S(=O)(=O)c2ccccc2)CCN1S(=O)(=O)c1ccccc1 (stereo not given),10.9,0.8,18.9,13.7,-9.1,7.8,-4.5,-0.2,4.2,29.4,0.3
Cc1ccccc1CNC(=O)c1ccccc1C(=O)O,16.6,-5.8,-29.5,12.8,-10.2,4.9,-15.4,-67.9,-1.6,20.1,5.0
O=C1CCCC2=C1CC(C(=O)OCc1ccccc1)C(=O)N2Cc1ccccc1 (stereo not given),-8.1,5.5,7.6,0.3,0.5,12.2,4.4,-7.9,-3.3,-27.7,5.1
CCC(=O)NC(c1cc(Cl)c2cccnc2c1O)C(C)C (stereo not given),15.8,8.8,12.1,20.6,-9.5,8.2,-13.0,11.7,3.7,20.8,-6.1
O=C(CNC(=O)c1ccco1)OCC(=O)c1ccc(Cl)cc1Cl,3.5,-1.8,-4.3,15.6,-18.9,19.8,8.0,-2.2,-1.1,12.1,3.3
COc1ccc(N2CC(C(=O)N/N=C/c3cc([N+](=O)[O-])ccc3O)CC2=O)cc1 (stereo not given),8.4,6.9,-1.8,5.8,-7.5,0.7,20.0,-4.9,3.7,18.5,1.4
CCOC(=O)c1sc(NC(=O)/C=C/c2ccccc2)nc1C,6.2,-0.3,-27.1,14.6,8.6,12.2,-7.2,1.8,3.4,-5.2,-7.5
O=C(Nc1ccc2ccccc2n1)c1ccccc1Br,-92.8,8.1,4.2,-96.1,-8.2,-46.8,-31.3,-91.0,-12.8,-29.4,-12.8
COc1ccc(C(=O)COC(=O)CCc2nc3ccccc3[nH]c2=O)cc1Br,9.0,-1.2,-7.3,0.2,3.5,24.2,-4.5,-11.9,-1.0,-10.8,0.5
C=CCNc1nnc(Cl)c2ccccc12,12.4,-7.0,12.8,8.6,-8.9,nt,7.5,-9.0,-0.8,nt,-1.9
